From PubChem BioAssay
NR3A LBD binder – binders of NR3A ligand-binding domain, primary screen, biophysical, differential scanning fluorimetry, uHTS; Glutamate receptor ionotropic, NMDA 3A (GRIN3A) ligand-binding domain; NR3A LBD differential scanning fluorimetry, Tm shift; 0% = protein alone, 100% = glycine-bound protein; Tm shift relative to glycine control, % at 25 µM; 340,000 compounds, 2.5% hits; AID 1259313, 2017;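 active = melting temperature shift of at least 10% of the positive control shift, at one fixed dose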
A3G deaminase – APOBEC3G DNA deaminase inhibitors, primary screen, biochemical, fluorescence, single-stranded DNA substrate, uHTS; DNA dC->dU-editing enzyme APOBEC-3G (Homo sapiens), Q9HC16; recombinant A3G, ssDNA deamination FAM/TAMRA fluorescence; inhibition, % at 20 µM; 330,000 compounds, 0.28% hits; AID 493012, 2011;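 active = inhibition of at least 40% at 20 µM, with no more than 30% in the related APOBEC3A deaminase screen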;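 also: plate controls were DMSO wells with A3G for no effect and wells lacking A3G enzyme for full effect; some compounds called inactive have numbers as strong as hits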
Target sequence (Q9HC16 whole entry, looked up): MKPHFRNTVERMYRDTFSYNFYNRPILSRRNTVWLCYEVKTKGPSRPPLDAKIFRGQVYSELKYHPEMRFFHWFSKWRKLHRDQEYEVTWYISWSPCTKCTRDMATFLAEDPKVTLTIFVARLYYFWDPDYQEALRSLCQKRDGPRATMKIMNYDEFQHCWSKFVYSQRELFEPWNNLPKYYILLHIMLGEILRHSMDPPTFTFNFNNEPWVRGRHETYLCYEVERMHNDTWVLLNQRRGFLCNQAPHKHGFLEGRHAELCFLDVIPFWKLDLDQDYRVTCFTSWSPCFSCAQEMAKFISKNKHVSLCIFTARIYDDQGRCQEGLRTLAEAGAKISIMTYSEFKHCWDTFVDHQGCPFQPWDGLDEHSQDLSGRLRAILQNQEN
MPTP inh – mitochondrial permeability transition pore inhibitors, primary screen, biochemical, isolated mouse mitochondria, absorbance; inhibition, % at 10 µM; Ca2+ swelling absorbance, 30 min; 360,000 compounds, 1.4% hits;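 active = inhibition of 50% or more, scaled per plate between neutral and stimulator controls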;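 also: 0% = DMSO wells given calcium and 100% = 1 mM EGTA wells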
hIAP activ – human IAP activators, primary screen, biochemical, luminescence, uHTS. activation factor at 10 µM. purified human IAP, CDP-Star luminescence, 30 min; stronger effect = higher value; 1 = vehicle-only enzyme, 0 = enzyme-free background. 330,000 compounds, 0.16% hits. Intestinal-type alkaline phosphatase (Homo sapiens), P09923;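 active = activation factor of the enzyme at least 2-fold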; also: the source names both 10 and 20 µM as test concentration; values of inactives mirror those of a sister screen read the other way
Target sequence (P09923 whole entry, looked up): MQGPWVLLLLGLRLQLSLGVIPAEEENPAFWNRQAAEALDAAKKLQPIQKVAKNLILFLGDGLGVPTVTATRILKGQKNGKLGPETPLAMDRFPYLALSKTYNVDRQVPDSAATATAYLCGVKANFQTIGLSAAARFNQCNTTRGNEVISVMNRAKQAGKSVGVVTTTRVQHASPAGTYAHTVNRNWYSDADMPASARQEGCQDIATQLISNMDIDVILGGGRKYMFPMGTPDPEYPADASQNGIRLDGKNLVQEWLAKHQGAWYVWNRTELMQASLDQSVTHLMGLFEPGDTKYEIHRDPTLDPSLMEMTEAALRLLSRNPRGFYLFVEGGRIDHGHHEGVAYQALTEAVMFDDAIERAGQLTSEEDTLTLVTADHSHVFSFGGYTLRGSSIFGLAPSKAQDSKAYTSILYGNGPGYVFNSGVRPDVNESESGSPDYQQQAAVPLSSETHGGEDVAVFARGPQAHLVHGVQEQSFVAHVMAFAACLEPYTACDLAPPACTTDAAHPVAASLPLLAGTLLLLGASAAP
mIAP activ – activators of mouse IAP, primary screen, biochemical, luminescence, uHTS. muIAP, CDP-Star luminescence, 30 min; stronger effect = higher value; 1 = vehicle-only enzyme signal, 0 = enzyme-free wells. activation factor at 10 µM. intestinal alkaline phosphatase [Mus musculus]. 330,000 compounds, 0.24% hits;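 active = activation factor of at least 2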; also: the source names both 10 and 20 µM as test concentration; values of inactives mirror those of a sister screen read the other way
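also added = chemiluminescent substrate CDP-Star | test system = mouse IAP enzyme | signal = chemiluminescence readout | compound = DMSO-dissolved test compounds | incubation = 30 min at room temperature | benchmarks = DMSO wells, no-enzyme wells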
hIAP inh – human IAP inhibitors, primary screen, biochemical, luminescence, uHTS; purified IAP, CDP-Star luminescence, 30 min; inhibition, % at 10 µM; 330,000 compounds, 0.12% hits; AID 2544, 2010;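 active = inhibition reaching a set limit with compound at 10 µM in the primary screen, cut at about 35% in these data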;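 also: plate controls were DMSO wells with enzyme for no effect and no-enzyme buffer wells for full effect; values of inactives mirror those of a sister screen read the other way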
beta cell repl – inducers of MIN6 beta-cell proliferation, primary screen, ATP luminescence, uHTS; MIN6 cells proliferation, ATPlite luminescence, 48 h; cells starved in 0.2% serum; 100% = growth in 10% serum; proliferation, % at 10 µM; 330,000 compounds, 0.29% hits; AID 2380, 2010;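 active = compounds whose signal lies at least 3.5 SD above the mean of all wells on their plate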;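 also: 0% = DMSO-treated cells in low-serum medium and 100% = 10% serum control; some compounds called inactive have numbers as strong as hits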
A3A deaminase – APOBEC3A ssDNA deaminase inhibitors, primary screen, selectivity assay for APOBEC3G inhibitor project, biochemical, FAM/TAMRA oligo cleavage fluorescence; DNA dC->dU-editing enzyme APOBEC-3A (Homo sapiens), P31941; recombinant A3A, FAM/TAMRA ssDNA deamination fluorescence; inhibition, % at 20 µM; 330,000 compounds, 0.41% hits; AID 493011, 2011;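 active = at least 40% inhibition at 20 µM here, with at most 30% in a related deaminase screen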;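 also: plate controls were A3A with DMSO for no effect and wells lacking A3A enzyme for full effect; some results filed as inactive read as strong as hits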
mIAP block – inhibitors of mouse IAP, primary screen, biochemical, luminescence, uHTS; intestinal alkaline phosphatase [Mus musculus]; purified mouse IAP, CDP-Star luminescence, 30 min; inhibition, % at 10 µM; 330,000 compounds, 0.2% hits; AID 2806, 2010;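 active = inhibition of at least 40% at 10 µM in the primary screen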;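 also: plate controls were DMSO with enzyme for no effect and no enzyme wells for full effect; values of inactives mirror those of a sister screen read the other way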
* marks the source's active call; other numbers are inactive results; . = not tested or not shown.

SMILES,NR3A LBD binder,A3G deaminase,MPTP inh,hIAP activ,mIAP activ,hIAP inh,beta cell repl,A3A deaminase,mIAP block
CCCCN(C)C(=O)c1oc2ccc(S(=O)(=O)N3CCCCCC3)cc2c1C,-1,-2,18,1.1,1.1,-6,-5,3,-7
O=C(COc1ccc2c3c(c(=O)oc2c1)CCCC3)NCCCN1CCCC1=O,-3,-4,-1.9,1,0.98,-5,1,-3,2
O=C(Cc1ccc(Cl)cc1Cl)Nc1ccncc1Cl,-1,-9,40,0.75,0.96,25,-7,0,4
c1csc(-c2cc(N3CCCCC3)c3ccccc3n2)c1,-2,-6,-0.9,0.87,0.95,13,-6,-2,5
Cc1ccc2c(c1)N(CCC(=O)NCCCN1CCCC1)C(=O)C(C)O2 (centres undefined),-2,-14,-0.2,1,0.85,-2,-2,-4,15
COc1ccc(/C(O)=C2\C(=O)C(=O)N(CCN(C)C)C2c2cccc(OC)c2OC)cc1Cl (centres undefined),2,-1,-1.1,0.97,1,3,-2,0,0
Cc1cc(C)c(S(=O)(=O)NCc2cn3ccccc3n2)c(C)c1,0,-5,-1.7,1,0.97,-4,4,-5,2
COc1cc(NS(=O)(=O)c2c(C)[nH]c(C)c2C(=O)N2CCCCC2)cc(OC)c1OC,-1,-8,-0.2,1.1,0.96,-10,5,-3,4
O=C(CCCC(=O)OCC(=O)NC1CCCC1)Nc1ccccn1,-1,-1,0.3,1.1,1,-9,-3,0,0
Cc1nc2ccccn2c1C(=O)NC1CCCc2ccccc21 (centres undefined),0,-4,6.2,1,0.9,0,-4,1,10
CCC(C(=O)Nc1cccc(OC)c1)n1nc(C)c2c(C)n(-c3ccccc3)nc2c1=O (centres undefined),-2,-6,0.2,1.4,0.94,-36,-6,-7,6
Cc1cc(C)n2nc(SCc3ccccc3C(=O)O)nc2n1,1,-5,0.0,1,0.99,-2,0,-1,1
O=C1CSC(c2ccccc2F)N1 (centres undefined),-1,1,0.6,0.96,0.9,4,0,0,10
Cc1ccc(C(=O)N2CCN(c3cc(=O)[nH]nc3-c3ccccc3)CC2)cc1,-4,-4,-1.2,0.85,1.1,15,-3,-3,-8
COc1ccc(CC(=O)NNC(=O)CCc2ccccc2)cc1,-1,-3,-0.7,1.3,0.92,-32,-1,1,8
O=C(NCC(=O)N(c1cccnc1)C(C(=O)NC1CCCC1)c1ccccc1)c1ccco1 (centres undefined),1,0,0.6,0.93,0.93,7,0,6,7
NCCNc1ccc([N+](=O)[O-])c(Sc2nc3ccccc3[nH]2)c1,-20,-3,-0.9,1.1,0.73,-9,0,1,27
C/C=C/c1ccc(OCC(O)CNCCc2ccc(OC)cc2)c(OC)c1 (centres undefined),0,-6,1.2,0.96,0.97,4,-4,-2,3
COc1cc(C(=O)NC(C)Cc2ccccn2)ccc1OC1CCN(C(C)=O)CC1 (centres undefined),1,-4,-2.3,1.1,1,-10,-2,-3,-1
CNC(=O)c1nc(C)n(-c2cc(Cl)ccc2Cl)n1,1,1,1.3,0.98,1.1,2,-3,0,-10
CCOc1ccc(C(=O)N2CCN(c3ccccc3)CC2)cc1OCC,-15,-3,3.9,1.1,1.1,-13,-6,-4,-11
CC(C)CN(C(=O)CCc1ccccc1)c1c(N)n(CC(C)C)c(=O)[nH]c1=O,-8,3,0.5,0.89,0.93,11,0,1,7
Nc1c(N(CCO)C(=O)C2CCCC2)c(=O)[nH]c(=O)n1Cc1ccccc1,-1,-5,-3.1,0.92,0.92,8,-1,-3,8
CC(NC(=O)C12CC3CC(C)(CC(C)(C3)C1)C2)c1ccncc1 (centres undefined),0,-4,0.6,1.2,1,-16,2,1,0
O=C(O)c1ccc(N=NN2CCCCCC2)cc1,-3,-4,-4.0,1.2,1,-20,-1,-6,-4
CCOc1ccccc1NC(=O)COC(=O)CCOc1cc(C)ccc1C,2,1,-3.1,1,1,-2,-3,0,-2
O=C(Nc1ccccc1)c1ccc(NCC2CCCO2)c(S(=O)(=O)N2CCOCC2)c1 (centres undefined),1,-7,1.4,1.1,1,-5,-1,-1,-3
CCCC(NC(=O)c1c(C)noc1C)C12CC3CC(CC(C3)C1)C2 (centres undefined),-1,-3,-4.1,1,1,0,1,-2,-1
O=C(NCC1CC1)c1cc([N+](=O)[O-])cc([N+](=O)[O-])c1,0,0,-0.8,0.89,1.1,11,-4,1,-13
Cc1ccc(NC(=O)CCC(=O)NNC(=O)/C=C/C(=O)O)c(C)c1,0,-4,-0.2,0.98,0.72,2,0,-3,28
CC1(C)CC2=C(CO1)C(=S)NC(c1ccccc1)N2CC1CCCO1 (centres undefined),1,-8,2.2,1,0.93,-2,-2,-3,7
COc1ccc(C2C3=C(CC(C)(C)CC3=O)Oc3ncn(CCO)c(=N)c32)cc1OC (centres undefined),10,2,-1.8,1.2,1,-16,0,1,-2
COc1ccc(CNC(=O)C[C@H]2C[C@H](C(=O)N3CCCCC3)[C@@]3(C)c4[nH]c5cc(-c6ccco6)ccc5c4CCN3C2=O)cc1OC,-3,5,-0.1,.,1.4,.,.,3,-43
Cn1ncc2c1ncn1nc(COc3ccc4ccccc4c3)nc21,0,-3,0.2,1,0.82,-2,-3,-3,18
CCOC(=O)C1CCN(CC(C)(C)NS(=O)(=O)c2ccc(C)cc2)CC1,1,0,1.7,1.1,0.98,-9,0,-3,2
CC(=O)c1ccc(S(=O)(=O)Oc2ccc(C(=O)O)cc2Cl)cc1,1,3,-1.0,1.1,1,-12,-2,2,-4
CCOC(=O)C1CCCCN1Cc1cccc(OCc2ccccc2)c1 (centres undefined),3,-4,0.5,1.1,1,-5,0,-5,-4
COC(=O)c1sccc1NC(=O)Nc1cc(C)cc(C)c1,-13,-3,0.5,1.1,1.1,-8,6,1,-5
O=C(c1ccccc1F)N1CCN(Cc2cccc(Cl)c2)CC1,2,-6,-0.1,0.89,0.93,11,5,-5,7
COCCNC(=O)CCn1nc(-c2ccc(Cl)cc2)c2ccccc2c1=O,0,-7,-0.2,1,0.96,-1,0,-2,4
CC(=O)Nc1ccc(C(=O)CN2C(=O)NC3(CCCCCC3)C2=O)c(F)c1,-1,-7,0.1,1.2,1,-15,-5,0,-4
Cc1ccccc1NC(=S)N1CCN(c2ccccc2Cl)CC1,-2,6,0.1,1.3,1,-32,-1,4,-2
Cc1cc(C(=O)CSc2ncn[nH]2)c(C)n1-c1cccc(S(=O)(=O)N2CCOCC2)c1,1,-4,2.9,1.2,0.95,-15,-1,5,5
C/C(=N\NC(=O)c1cccc(S(=O)(=O)N2CCCC2)c1)c1ccccc1F,0,0,-1.1,1.1,1.1,-6,3,0,-10
COc1cccc([C@@H]2Oc3ccc(OC)cc3C(=O)[C@H]2OC(=O)N[C@H](C)C2CCCCC2)c1,.,-7,.,1.2,0.97,-15,-2,0,3
CC(C)CNC(=O)c1ccccc1NC(=O)c1ccc(CN2CCOCC2)cc1,4,-4,-0.1,1,0.98,-3,-3,-1,2
CC(C)CNC(=O)COc1cccc(C(=O)NCc2ccccc2)c1,0,0,-1.4,1.1,1,-6,-1,2,0
O=C(Nc1cccnc1)Nc1cccc([N+](=O)[O-])c1,7,-4,62*,0.9,0.87,10,1,-3,13
C[n+]1cccc(C(=O)Nc2ccccc2)c1,1,18,1.5,1,0.95,-4,-2,70*,5
CCS(=O)(=O)c1ccc(N)cc1,-4,-7,-0.7,0.84,0.92,16,1,-2,8

(continued)
SMILES,NR3A LBD binder,A3G deaminase,MPTP inh,hIAP activ,mIAP activ,hIAP inh,beta cell repl,A3A deaminase,mIAP block
CCOc1cc(C2C(C(=O)OC)=C(C)N=C3SCCC(=O)N32)ccc1OC(C)=O (centres undefined),0,-5,9.5,1.1,1,-6,0,-1,-3
CC(=O)Nc1cccc(C)c1,3,-10,-2.4,1,0.89,-1,3,-6,11
COCCn1c(-c2ccccc2)nc2oc3cc(OC)ccc3c(=O)c2c1=O,0,-6,-1.2,0.93,1,7,1,-7,-2
CCCCN(CCCNC(=O)Cn1nc(CC)n2c(cc3sc(C)cc32)c1=O)Cc1ccccc1,-1,0,-0.2,0.68,1.3,32,-7,-4,-34
C/C(=N\NC(=O)Cc1ccc(O)cc1)c1cccnc1,-1,-1,4.5,0.75,1,25,-3,0,-3
COc1ccc(-n2c(COc3ccc(C)cc3)nnc2SCC(=O)O)cc1,-2,-5,0.2,1.2,0.91,-16,-3,-6,9
COc1ccc(CNC(=O)CSc2nnnn2C)cc1OC,3,-9,-2.7,0.84,0.97,16,-2,-1,3
CCCCn1c(N)c(N(CC)C(=O)c2ccc(N(C)S(=O)(=O)c3ccc(C)cc3)cc2)c(=O)[nH]c1=O,-1,-6,0.8,1.2,0.95,-22,0,3,5
